SR-BI HDL uptake = mouse SR-BI HDL lipid transfer inhibition; inhibition, % at 12.5 µM; hit rate 0.96% among 320,000; Q61009; ldlA[mSR-BI] CHO cells, DiI-HDL uptake fluorescence, 3 h;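 active = mean replicate inhibition of at least 70% and a set share of replicates each scoring 70 or more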;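 also: 0% = median of neutral control wells and 100% = median of positive control wells; values of inactives mirror those of a sister screen read the other way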
HTR5A inv ctr = inverse agonist of human HTR5A in OPRM1-OPRD1 counter-screen; hit rate 0.083% among 340,000; AID 504634; HTR5A cell line, luminescence, inverse agonism; inhibition, % at 9.3 µM; in the data active = inhibition mostly above about 23%, no sharp cut-off; inactive = mostly below about 18%;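 also: 0% = cells with DMSO and 100% = no-cell wells with DMSO; some compounds called inactive have numbers as strong as hits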
Target sequence (P47898 whole entry, looked up): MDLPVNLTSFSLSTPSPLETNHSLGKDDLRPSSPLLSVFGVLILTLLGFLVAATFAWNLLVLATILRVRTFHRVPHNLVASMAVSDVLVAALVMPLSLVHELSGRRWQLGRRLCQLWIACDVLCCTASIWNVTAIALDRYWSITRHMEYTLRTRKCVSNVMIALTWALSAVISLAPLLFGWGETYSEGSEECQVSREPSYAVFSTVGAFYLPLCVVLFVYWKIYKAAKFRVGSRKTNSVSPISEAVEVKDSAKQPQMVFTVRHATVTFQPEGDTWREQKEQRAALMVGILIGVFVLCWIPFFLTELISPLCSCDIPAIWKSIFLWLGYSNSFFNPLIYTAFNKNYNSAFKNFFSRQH
HTR5A ag ctr = activates human HTR5A in OPRM1-OPRD1 agonist counter-screen. P47898. HTR5A agonist assay, luminescence, cell-based. activation, % at 9.3 µM. hit rate 0.61% among 340,000. AID 504692; in the data active = activation mostly above about 9.5%, no sharp cut-off; inactive = mostly below about 7.6%;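 also: 0% = cells with vehicle only and 100% = reference agonist; strong numbers were not always called active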
PvdQ inh = P. aeruginosa PvdQ acylase inhibition | hit rate 0.063% among 340,000 | purified PvdQ acylase, fluorescence plate reader | inhibition, % at 10 µM; in the data active = inhibition above about 30%, passing the limit was not always enough;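 also: 0% = vehicle neutral wells and 100% = reference inhibitor wells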
NSD2 HMT inh = blocks human histone methyltransferase NSD2. NSD2 peptide methylation, AlphaScreen, 120 min. O96028. hit rate 0.54% among 310,000. inhibition, % at 12.5 µM. AID 743445; in the data active = inhibition above about 50%
MITF TRPM1 HTS = MITF TRPM1 promoter activation in melanoma cells; SK-MEL-5 TRPM1-promoter luciferase, 24 h; % of positive control, neutral wells = 0; activation, % at 12.5 µM; hit rate 0.75% among 300,000;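 active = mean activation of at least 80% with every replicate also reaching 80%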;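 also: 0% = neutral control wells and 100% = parthenolide positive control wells; values of inactives mirror those of a sister screen read the other way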
CDK5 p35 inh = blocks human CDK5/p35 kinase activity | Recombinant CDK5/p35, ADP-Glo luminescence, 60 min | hit rate 0.01% among 330,000 | inhibition, % at 10 µM;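 active = highest replicate inhibition of at least 50% and at least 75% of replicates reaching 50%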;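 also: plate controls were DMSO neutral control for no effect and GW8510 at 10 µM for full effect; many of its hits are not listed in these tables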
Wnt act = activators of Wnt/beta-catenin signaling; Wnt/beta-catenin reporter cell assay, activator, plate reader; activation, % at 9.35 µM; hit rate 1.2% among 300,000; AID 743398; in the data active = activation above about 30%, passing the limit was not always enough;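 also: 0% = neutral control wells and 100% = positive control wells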
dFosB act = enhances mouse delta FosB homodimer DNA binding; P13346; purified delta FosB, TAMRA-CDK5 oligo fluorescence polarization; percent of positive-control signal above neutral wells; activation, % at 25 µM; hit rate 0.99% among 340,000; AID 493131;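 active = mean activation above about 17%, with every replicate also reaching it, limit read from the data, passing the limit was not always enough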;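 also: fluorescence polarization rise as delta FosB binds a TAMRA Cdk5 AP-1 oligo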
Target sequence (P13346 whole entry, looked up): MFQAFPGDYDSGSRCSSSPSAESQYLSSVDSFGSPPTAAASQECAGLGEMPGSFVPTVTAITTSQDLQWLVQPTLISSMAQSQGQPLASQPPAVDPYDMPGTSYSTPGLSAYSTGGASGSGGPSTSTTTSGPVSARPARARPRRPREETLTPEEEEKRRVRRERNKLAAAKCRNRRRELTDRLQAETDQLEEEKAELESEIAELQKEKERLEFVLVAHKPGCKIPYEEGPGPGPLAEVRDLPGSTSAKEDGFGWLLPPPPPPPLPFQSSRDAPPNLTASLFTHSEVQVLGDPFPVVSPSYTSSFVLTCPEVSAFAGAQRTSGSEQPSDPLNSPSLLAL
V-ATPase pHluor = yeast V-ATPase proton transport regulation by pHLuorin; S. cerevisiae, pHLuorin cytosolic pH fluorescence; response, % at 10 µM; hit rate 0.37% among 350,000; AID 504577; in the data active = response mostly above about 7.3%, no sharp cut-off; inactive = mostly below about 5.4%; also: actives read high; inactives centre near 0; some compounds called inactive have numbers as strong as hits; reference of the scale not given here
Numbers without * were called inactive; x = not tested or not shown.

SMILES	SR-BI HDL uptake	HTR5A inv ctr	HTR5A ag ctr	PvdQ inh	NSD2 HMT inh	MITF TRPM1 HTS	CDK5 p35 inh	Wnt act	dFosB act	V-ATPase pHluor
CCOP(=O)(OCC)C(Nc1ccccn1)c1ccccc1 (centres undefined)	-2.8	9.1	4.2	4.3	-4.6	3.7	0.5	x	-5.4	-1.4
O=C(CSc1ncn[nH]1)NCCCc1ccccc1	-4.0	1.4	-0.5	-26.4	-0.9	-14.5	0.7	x	1.2	4.3
COc1ccc(N(CC(O)CN2CCOCC2)S(=O)(=O)c2ccccc2)cc1 (centres undefined)	-20.5	1.6	-0.6	4.7	1.4	-4.8	-0.1	-0.7	3.4	0.0
COc1ccc(CCNC(=O)c2cc3c(=O)n4ccccc4nc3n(CCCN3CCOCC3)c2=N)cc1	-24.8	-0.8	0.2	-0.3	-7.3	10.2	x	-1.8	8.5	-2.3
CCOc1ccc(/C(O)=C2/C(=O)C(=O)N(CCN(CC)CC)C2c2cccs2)cc1 (centres undefined)	-45.4	-23.1	2.3	-16.0	10.9	x	-3.3	23.3	1.1	-2.2
Cc1ccsc1C(=O)OCC(=O)N(Cc1ccccc1)C(C)C	13.0	-2.1	0.5	-0.7	-3.7	0.6	-0.2	-2.7	-3.1	-4.5
CC12c3ccccc3C(c3ccccc31)C1C(=O)N(c3ccncc3)C(=O)C12 (centres undefined)	21.5	9.9	-3.6	-6.9	1.0	-9.2	0.6	-0.3	-5.8	-1.6
COc1cc2c3c(c1OC)-c1cc4c(cc1CC3(C#N)N(C(=O)c1ccccc1)CC2)OCO4 (centres undefined)	53.2	-3.3	0.8	9.7	0.4	-6.3	0.1	-6.2	-1.6	-2.8
O=C(COC(=O)c1ccc(F)cc1F)Nc1cccnc1Cl	-1.6	-7.4	3.0	-13.7	-2.6	1.5	0.0	0.5	-2.9	2.1
Cc1ccc(CNC(=O)c2cc(-c3ccccc3C)nn2CC2CC(c3cccnc3)=NO2)cc1 (centres undefined)	-1.7	-4.5	6.1	4.1	x	17.0	0.7	17.7	0.7	2.6
CCSc1nc2sc3c(c2c(=O)n1CC)CC(C)(C)OC3	-15.0	8.7	-3.7	-5.4	-2.9	-4.4	0.8	x	-8.8	0.8
CC(=O)Nc1ncc(Cc2cc(Cl)ccc2Cl)s1	21.2	-12.8	-0.9	-9.7	-1.6	1.8	0.8	-2.1	-1.8	-2.8
O=C(CSC1=NS(=O)(=O)c2ccccc2N1)c1ccccc1	-18.6	-7.3	-10.9	-0.7	0.5	7.9	1.7	-4.2	5.1	0.3
CCN(CC)S(=O)(=O)c1cccc(NC(=O)c2cccc(S(=O)(=O)N3CCCC3)c2)c1	42.1	7.3	-3.0	-16.6	-7.0	-13.3	0.0	-0.3	-2.6	-0.6
O=C(CCC(=O)Nc1ccc(F)cc1)N/N=C/c1ccc(O)cc1O	7.0	-2.2	0.9	8.3	-2.4	-7.4	-0.1	-0.6	3.5	2.9
CS(=O)(=O)N1CCN(C(=O)c2cc(-c3ccccc3)nc3ccccc23)CC1	0.4	5.3	3.0	1.0	33.3	6.0	0.1	x	-11.9	-1.3
Fc1ccc(Nc2ccc(-c3ccc(F)cc3)nn2)cc1	13.7	6.5	-2.3	-7.6	-1.3	53.9	2.6	2.3	2.0	-0.6
CCn1c(=O)c2sccc2n2c(CCCC(=O)NC3CCN(Cc4ccccc4)CC3)nnc12	-19.6	1.4	1.4	-17.1	0.5	0.8	0.2	-2.4	-8.6	-0.7
CCOC(=O)c1sc(NC(=S)NC(=O)c2ccccc2)nc1C	12.3	-2.0	-5.1	-3.7	0.2	18.8	1.2	-0.1	-9.6	2.0
CCCCC(=O)Nc1nnc(CCc2ccccc2)s1	-8.9	-10.8	1.7	-2.4	-4.0	x	0.6	-0.1	-3.0	1.3
Cc1ccc(C(=O)OCC(=O)c2c[nH]c3ccccc23)cc1NC(=O)c1ccco1	64.6	3.3	-1.2	-0.3	x	21.4	0.7	4.4	-21.7	2.7
O=C(Cn1cnc([N+](=O)[O-])n1)c1ccccc1	0.6	-8.1	2.2	-1.1	7.6	-11.4	-0.6	-0.3	2.3	1.3
O=C1CSC(c2ccccc2F)N1c1ccccc1F (centres undefined)	1.4	-0.5	0.1	-22.1	-6.6	7.5	0.1	-0.1	-3.1	1.2
CN(C(=O)COC(=O)Cn1cnc2c1c(=O)n(C)c(=O)n2C)C1(C#N)CCCCC1	-33.8	-8.2	4.4	-4.1	3.6	-5.6	1.9	2.0	3.3	3.5
CCOC(=O)C#CC(CCc1ccccc1)OS(N)(=O)=O (centres undefined)	2.9	-14.2	5.6	-3.3	x	3.3	-0.7	-2.9	3.1	5.0
COc1ccc(CNCCC2(O)CC(C)N(C)CC2C)cc1OC (centres undefined)	-10.1	5.1	4.4	6.5	-0.7	x	0.7	0.5	-3.3	2.8
CCOC(=O)C1(Cc2ccc(OC)cc2)CCN(S(C)(=O)=O)CC1	-2.7	-28.7	-1.6	-9.2	-4.4	1.1	-1.7	0.1	5.7	-0.2
CCOC(=O)c1ccccc1NC(=O)CSc1nc2ccncc2[nH]1	-16.2	12.2	-3.2	8.3	-4.7	1.3	0.0	0.0	-14.3	-5.6
O=C1NC2=C(C(=O)CCC2)C(c2ccc([N+](=O)[O-])cc2)N1 (centres undefined)	x	8.2	-3.1	-8.1	-0.7	7.6	-1.4	-2.4	-2.4	2.1
COc1ccc(-c2nnc(-c3ccc(Br)o3)o2)cc1OC	49.0	3.0	-2.6	-5.9	1.4	x	-1.7	x	-18.7	-0.4
Cc1noc(C)c1S(=O)(=O)N1CCCC(C(=O)NCCc2ccccc2)C1 (centres undefined)	-19.3	18.2	0.7	5.3	-1.8	5.7	-0.6	x	-3.6	-3.9
O=C(N/N=C/c1cc(Br)ccc1O)c1ccccc1Cl	84.2*	-22.1	1.5	-3.9	-5.0	-49.7	0.3	-3.4	-2.7	2.0
CCOC(=O)/C(C#N)=C/c1cn(CCOc2ccc(OC)cc2)c2ccccc12	45.9	-0.7	-4.5	-4.5	-0.4	-12.5	-1.5	-8.2	-0.3	-0.2
O=C(CN1C(=O)NC2(CCSC2)C1=O)NCc1ccccc1 (centres undefined)	-8.8	-3.3	2.9	-1.4	-1.2	-6.0	-0.2	-1.0	4.6	0.9
N#Cc1c(Cl)nsc1NN	6.2	1.2	-0.5	-14.6	11.0	-0.4	3.4	6.7	-2.6	-1.1
Cc1ccc(C(=O)OC2=CC(=O)CC(C)(C)C2)cc1	-15.5	0.8	-0.3	-9.9	-2.4	x	0.3	-1.5	-7.2	6.0
O=c1ccc(-c2ccccc2)nn1Cc1ccccc1F	-6.0	1.0	-0.3	6.7	-1.9	x	1.6	-1.1	2.3	-0.9
CCc1ccc(OCCCCN(C)Cc2ccccc2)cc1	-19.4	-3.5	1.0	17.0	-1.4	x	1.2	-1.0	1.9	-0.5
COc1ccc(CN2CC(C(=O)N3CCOCC3)CC2=O)cc1 (centres undefined)	-4.4	5.0	-1.8	-6.8	1.1	-0.7	-1.2	x	-1.5	-4.2
CS(=O)(=O)Nc1ccc(C(=O)Nc2ccccc2Cl)cc1	-3.6	x	x	-5.3	3.4	6.4	-0.7	-0.4	-2.5	-0.1

Complete entries, looked up by structure. Order of values: SR-BI HDL uptake, HTR5A inv ctr, HTR5A ag ctr, PvdQ inh, NSD2 HMT inh, MITF TRPM1 HTS, CDK5 p35 inh, Wnt act, dFosB act, V-ATPase pHluor
Listed for O=C(CN1C(=O)NC2(CCSC2)C1=O)NCc1ccccc1 (centres undefined) → -8.8, -3.3, 2.9, -1.4, -1.2, -6.0, -0.2, -1.0, 4.6, 0.9
Listed for CS(=O)(=O)Nc1ccc(C(=O)Nc2ccccc2Cl)cc1 → -3.6, x, x, -5.3, 3.4, 6.4, -0.7, -0.4, -2.5, -0.1
Listed for O=c1ccc(-c2ccccc2)nn1Cc1ccccc1F → -6.0, 1.0, -0.3, 6.7, -1.9, x, 1.6, -1.1, 2.3, -0.9

Later entries
SMILES	SR-BI HDL uptake	HTR5A inv ctr	HTR5A ag ctr	PvdQ inh	NSD2 HMT inh	MITF TRPM1 HTS	CDK5 p35 inh	Wnt act	dFosB act	V-ATPase pHluor
O=C(CSc1nnc(-c2ccccc2)o1)NCC1CCCCC1	1.5	16.7	-4.1	0.9	-0.3	-0.8	0.1	x	-8.7	0.5
CCN1CCN(C(=O)c2cc(COc3c(C)cccc3C)on2)CC1	15.4	-1.6	2.6	-7.6	3.0	15.9	-1.6	0.8	-11.1	1.7
O=C(CSc1n[nH]c(-c2cccnc2)n1)Nc1cccc(Cl)c1	x	-15.6	5.2	-17.5	-3.6	-1.5	1.3	-0.8	-6.9	-4.0
Cc1ccnc(NC(=O)c2ccc(NC(=O)CC3SC(N4CCCC4)=NC3=O)cc2)c1 (centres undefined)	18.1	15.1	-5.6	7.7	-1.6	0.8	0.2	3.1	-10.5	1.2
O=C1C2C3c4ccccc4C(c4ccccc43)[C@@H]2c2nc3ccccc3n21 (some centres undefined)	-17.4	-1.1	0.4	-20.5	-0.9	-20.4	0.1	x	-1.3	-2.3
O=C(CNC(=O)OCc1ccccc1)NCC(=O)Oc1ccc([N+](=O)[O-])cc1	-13.4	-16.8	4.3	-5.3	-1.7	1.0	-0.5	1.0	1.3	3.0
CC(=O)c1c(COC(=O)c2ccccc2)nc2ccccc2[n+]1[O-]	-8.7	9.3	-2.8	-9.1	15.3	x	-1.1	x	1.2	-0.5
Cc1nc(N2CCN(Cc3ccccc3)CC2)c(C#N)c2c1COC(C)(C)C2	29.8	-10.5	6.8	-6.5	0.0	x	0.7	x	-1.7	-1.9
CCCC(=O)NC(=S)Nc1ccc(S(=O)(=O)Nc2ccc(OCC)cc2)cc1	-11.1	7.3	-2.2	11.7	-2.1	-4.3	2.8	-2.1	-5.0	-4.9
O=S(=O)(Nc1ccc(N=Nc2ccc(O)c3ccccc23)cc1)c1ccccc1	64.8	38.3	-9.4	4.1	3.2	-5.3	0.9	-7.8	-4.0	-2.1
O=C1Nc2ccc(NS(=O)(=O)c3cccs3)c3cccc1c23	-8.6	26.2	-10.8	-12.1	-1.7	-0.8	0.0	x	4.5	2.3
CCCS(=O)(=O)N1CCC(C(=O)NCc2ccco2)CC1	-8.1	-40.3	16.6	-14.3	2.2	2.1	-1.8	-2.2	-3.3	-3.1
COc1ccc(NC(=O)CN(C)S(=O)(=O)c2ccc3c(c2)NC(=O)CS3)cc1	-23.3	-18.9	3.6	10.3	4.2	-7.7	1.7	-1.1	-1.1	-0.8
COc1c(Br)cc([N+](=O)[O-])c(OC)c1C(=O)NC(=O)Nc1c(Cl)cccc1Cl	8.8	x	x	-15.7	-0.7	x	0.0	2.1	-3.8	2.5
COc1ccc(Nc2nc3ccc(OC)cc3s2)cc1	9.9	15.7	-6.3	-12.2	10.9	90.6*	0.1	28.3	-3.5	2.7
O=C(c1ccccc1)N1CCN(c2n[nH]c(=O)[nH]c2=O)CC1	-25.5	5.2	4.2	8.9	-1.8	-14.9	2.0	-1.7	0.0	-3.4
NS(=O)(=O)c1ccc(CCNC(=O)CNC(=O)COc2ccccc2)cc1	-31.1	-28.9	8.2	17.6	1.7	-0.4	2.4	-0.8	1.4	2.0
CC(=O)Nc1ccc(S(=O)(=O)Nc2nnc(C3CCCCC3)s2)cc1	-4.6	-10.4	-0.8	-6.6	x	-3.9	-3.0	x	-1.3	0.9
COc1ccc2[nH]c(=O)c(CN(C)C(=O)c3ccncc3)cc2c1	-9.4	-1.5	4.1	-8.8	-3.9	-5.5	1.5	x	-4.9	0.9

Screening results from PubChem BioAssay.
